Source: PubChem (Johns Hopkins Ion Channel Center)
KCNQ2 block: KCNQ2 potassium channel inhibitors, primary screen, cell-based, CHO-K1, FluxOR thallium flux, B-score (AID 2156). O88943. 20 min; active compounds read low. B-score at 10 µM. 1.1% of 310,000 active;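 active = fluorescence ratio B-score at most minus 3 library SDs, with starting brightness B-score within 2 library SDs, cut at about -5.5 in these data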
CHT block: human CHT choline transport inhibition; 0.86% of 310,000 active; Q9GZV3; AID 488975; B-score at 10 µM; CHT-expressing cells, membrane potential dye, choline response; active compounds read low;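 active = B-score over 3 SD under the library average, and starting fluorescence ratio not unusually high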;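 note: choline stimulus applied at its EC90 after an EC20 pre-addition; B-score computed on integrated fluorescence ratio after choline addition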
Target sequence (Q9GZV3 whole entry, looked up): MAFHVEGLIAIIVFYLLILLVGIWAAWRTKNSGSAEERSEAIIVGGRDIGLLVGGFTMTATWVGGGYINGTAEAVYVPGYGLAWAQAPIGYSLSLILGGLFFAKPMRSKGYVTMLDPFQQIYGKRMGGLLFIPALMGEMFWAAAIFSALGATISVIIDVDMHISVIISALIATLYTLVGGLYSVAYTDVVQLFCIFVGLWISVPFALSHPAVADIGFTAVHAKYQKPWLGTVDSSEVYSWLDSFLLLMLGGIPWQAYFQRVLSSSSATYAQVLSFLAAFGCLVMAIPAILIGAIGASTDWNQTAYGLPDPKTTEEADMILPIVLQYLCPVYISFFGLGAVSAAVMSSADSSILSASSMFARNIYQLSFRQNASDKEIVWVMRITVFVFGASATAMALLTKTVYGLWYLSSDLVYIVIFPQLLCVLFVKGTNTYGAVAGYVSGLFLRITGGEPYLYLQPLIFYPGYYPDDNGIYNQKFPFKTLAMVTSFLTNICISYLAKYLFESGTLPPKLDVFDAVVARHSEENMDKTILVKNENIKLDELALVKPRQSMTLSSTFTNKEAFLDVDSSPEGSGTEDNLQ
Numbers without * were called inactive; i = inactive; x = no result given.

SMILES | KCNQ2 block | CHT block
CCOc1cc(C(=O)NN2CCOCC2)cc(OCC)c1OCC | i | i
O=C1C(Br)=Cc2cccc3cccc1c23 | i | i
Oc1sc(C=Nc2ccc(F)cc2)c2ccccc12 | i | i
CC1Cc2nc(SCC(=O)Nc3nccs3)n(C)c(=O)c2S1 (stereo not given) | i | i
Nc1ccc(Cl)c(NC(=O)c2cccs2)c1 | i | i
O=C(/C=C/c1ccc2c(c1)OCO2)NC1CCCC1 | i | i
CCOC(=O)[C@@H]1CCNC[C@@H]1c1ccccc1 | i | i
COc1ccc(S(=O)(=O)Nc2cccc(SC)c2)cc1C(=O)N1CCOCC1 | i | i
CCOC(=O)c1nnn(-c2nonc2-n2cccc2)c1CN1CCOCC1 | i | i
CCCc1cc(=O)oc2c(C)c3occ(C)c3cc12 | i | i
CC(=O)N1CCN(CCN=CC2=C(O)CC(c3cccs3)CC2=O)CC1 (stereo not given) | i | i
Cc1ccc(S(=O)(=O)N(CC(=O)NCCSCc2ccco2)c2ccc(F)cc2)cc1 | i | i
COc1ccc(-c2c(C)nn(Cc3ccccc3)c2N)cc1 | i | i
O=C(COC(=O)c1ccc(S(=O)(=O)N2CCCC2)cc1)Nc1ccc(F)cc1F | i | i
COc1ccc(CSCC(=O)Nc2ccc(S(=O)(=O)N3CCCCCC3)cc2)cc1 | i | i
Cc1nc(C)c(Oc2ccc(Cl)cc2Cl)c(=O)[nH]1 | i | i
O=C(O)COc1ccccc1/C=C1\SC(=Nc2ccc(F)cc2)N(c2ccc(F)cc2)C1=O | i | i
COc1ccc(OC)c(C2C(C(=O)c3cccs3)=C(O)C(=O)N2CCN2CCOCC2)c1 (stereo not given) | i | i
CCOC(=O)C1CCN(S(=O)(=O)c2ccc3c(c2)CC(C)N3C(=O)C2CCC2)CC1 (stereo not given) | i | i
CC(=O)c1c(C)nc(-c2ccccc2)nc1N | i | i
C=CCN1C(=O)c2ccc(C(=O)N(C)Cc3ccc(C)o3)cc2C1=O | i | i
O=C(NCCS(=O)(=O)N1CCN(c2ccccc2F)CC1)c1ccc(F)c(F)c1 | i | i
O=C(COC(=O)c1cc(S(=O)(=O)N2CCCCC2)ccc1N1CCOCC1)NCCc1ccc(F)cc1 | i | i
O=C(NCCc1nnc2ccc(SCC(=O)N3CCOCC3)nn12)c1ccccc1 | i | i
CCOC(=O)NC(=S)Nc1ccc(C(C)(C)C)cc1Br | i | i
CCC(=O)Nc1ccc(Cl)c(NC(=S)NC(=O)COc2ccccc2)c1 | i | i
COc1ccc(OCc2cnc(Cl)s2)cc1 | i | i
O=C(CSc1nnc(CNC(=O)c2cccs2)o1)Nc1ccccc1F | i | i
COc1cc(OC)cc(C(=O)Nc2ccccc2C(=O)NCc2cccnc2)c1 | i | i
CCN(CC)c1ccc(/C=N/NC(=O)c2ccoc2C)c(O)c1 | i | i
CCc1nnc(NC(=O)c2ccc(-c3ccc(F)cc3)o2)s1 | i | i
CN(Cc1cccc(Cl)c1Cl)c1ccc(S(=O)(=O)N2CCCCC2)cc1[N+](=O)[O-] | i | i
CC(C)CCNC(=O)c1cc2c(=O)[nH]c3ccccc3c2s1 | i | i
Cc1ccc(S(=O)(=O)N2CCC(NC(=O)c3cccnc3)CC2)cc1Cl | i | i
COc1cc2[nH]c(=O)n3nc(-c4ccccc4)nc3c2cc1OC | i | i
C=CCOc1c(Br)cc(CNc2ccc(NC(=O)C(C)C)c(OC)c2)cc1OCC | i | i
CCc1ccc(NC(=O)CN(c2cccc(C)c2)S(C)(=O)=O)cc1 | i | i
CCOc1cccc(CNn2cnnc2)c1OCc1ccccc1Cl | i | i
CC1CCC(NC(=O)Cn2c3c(c(-c4ccccc4Cl)cc2=O)CCC3)CC1 (stereo not given) | i | -6.8*
Nc1nnc(SCC(=O)N2CCN(c3ccccc3)CC2)n1-c1ccccc1 | i | i
COC(=O)c1ccc(CSc2ccc3nnc(-c4ccc(OC)cc4)n3n2)o1 | i | i
CCOC(=O)NC(NCC(O)c1ccccc1)(C(F)(F)F)C(F)(F)F (stereo not given) | i | i
Cc1c(-c2ccccc2)n[nH]c1C(=O)N=Nc1c(O)[nH]c2ccccc12 | i | i
COc1ccc(-c2cnc(OC(C)(C)C)nc2OC(C)(C)C)cc1OC | i | i
COCCN1Cc2cccc(C(=O)NCc3ccccc3OC)c2C1=O | i | i
Cc1ccc(-n2c(SCC(=O)NCc3ccco3)nc3c(sc4ccccc43)c2=O)cc1 | i | i
CN(C)c1nc(OCCNC(=O)COc2ccc(Cl)cc2Cl)nc(N2CCOCC2)n1 | i | i
O=C1CCCc2[nH]c3cccc(/C(=C/c4ccccc4)c4ccccc4)c3c21 | i | i
CC(=O)Nc1cc(NC(C)=O)cc(C(=O)OCC(=O)c2ccc3c(c2)OCO3)c1 | i | i
CCCN1CC(=O)N2C(c3cccc(OC)c3OC)c3[nH]c4ccccc4c3C[C@H]2C1=O (stereo not given in full) | i | i
O=C(CN1CCc2ccccc2C1)c1cccs1 | i | i
C#CC1(NC(=O)N(C)C)CCCCC1 | i | i
Nn1cc(-c2ccccc2)nc1SCC(=O)NCC1CCCO1 (stereo not given) | i | i
CC1(C)NC(=O)N(CC(=O)OCC(=O)NC(=O)c2ccccc2)C1=O | i | i
COc1ccccc1NS(=O)(=O)c1cccc(C(=O)N/N=C/c2ccc(OCC(=O)O)cc2)c1 | i | i
N/C(=N\OS(=O)(=O)c1ccc2ccccc2c1)c1cccnc1 | i | i
C#CC[N+](C)(C)CCN1C(=O)C2C(c3ccccc3)C=CC(c3ccccc3)C2C1=O (stereo not given) | i | i
COc1cc2cc[n+](Cc3ccc([N+](=O)[O-])cc3)cc2cc1OC | i | i
Cn1c(=O)c2cc(S(=O)(=O)NCCC(=O)NCC3CCCO3)ccc2n(C)c1=O (stereo not given) | i | i
CCOC(=O)c1cc(-c2csc(N/N=C/c3ccccc3Cl)n2)on1 | i | i

7 compounds already listed, arranged by heavy-atom count, lowest first.
SMILES | KCNQ2 block | CHT block
O=C(CN1CCc2ccccc2C1)c1cccs1 | i | i
Nn1cc(-c2ccccc2)nc1SCC(=O)NCC1CCCO1 (stereo not given) | i | i
COc1cc2cc[n+](Cc3ccc([N+](=O)[O-])cc3)cc2cc1OC | i | i
CC1(C)NC(=O)N(CC(=O)OCC(=O)NC(=O)c2ccccc2)C1=O | i | i
Cn1c(=O)c2cc(S(=O)(=O)NCCC(=O)NCC3CCCO3)ccc2n(C)c1=O (stereo not given) | i | i
C#CC[N+](C)(C)CCN1C(=O)C2C(c3ccccc3)C=CC(c3ccccc3)C2C1=O (stereo not given) | i | i
Cc1ccc(-n2c(SCC(=O)NCc3ccco3)nc3c(sc4ccccc43)c2=O)cc1 | i | i

The list goes on.
SMILES | KCNQ2 block | CHT block
CCOCCCNC(=O)Cc1cc(=O)[nH]c(=O)[nH]1 | i | i
CC(C)CN(C(=O)c1ccco1)c1nc2ccccc2s1 | i | i
Cc1ccc(NC(=O)CSc2nc3ccccc3c3nc(CCn4cncc4C)nn23)c(C)c1 | i | i
COc1ccc(OC)c(C(C(=O)NCc2ccco2)N(C(=O)Cn2nnc3ccccc32)C(C)C)c1 (stereo not given) | i | i
CNC(=S)/N=C(\Nc1ccc(C)cc1)c1ccccc1 | i | i
O=Cc1c(NCCN2CCOCC2)c2ccccc2[nH]c1=O | i | i
CN(CC(=O)Nc1ccc(N2CCOCC2)cc1)C(=O)CC(c1ccccc1)c1ccccc1 | i | i
COc1ccc(CCNC(=O)NS(=O)(=O)c2ccc(C)cc2)cc1OC | i | i
O=C(O)CC(SCC(=O)Nc1ccccc1)C(=O)O (stereo not given) | i | i
C=CCn1c(=N)n(CC(=O)OCC)c2ccccc21 | i | i
Cc1cccc(NC(=O)NNC(=O)c2c(Cl)c(C)nn2C)c1 | i | i
COc1ccccc1N1C(=O)c2ccc(C(=O)Nc3nccs3)cc2C1=O | i | i
CCn1nnc(-c2ccc(N)cc2)n1 | i | i
Cc1ccccc1CN(c1ccc(C(=O)NCc2ccccn2)cc1)S(C)(=O)=O | i | i
Nc1cc(Cl)nc(N/N=C/c2ccc([N+](=O)[O-])cc2)n1 | i | i
CCCCCCCCCCCCCCCC(=O)NCCc1c[nH]c2ccccc12 | i | i
CCOc1ccc(-n2cnnn2)cc1S(=O)(=O)N1CCC(C)CC1C (stereo not given) | i | i
CCC(C(=O)NC(C)(C)C)N(C(=O)Cn1nnc(-c2ccccc2F)n1)c1cnc2ccccc2c1 (stereo not given) | i | i
CCC(C(=O)NCc1cccnc1)n1nc(C)n2c(cc3occc32)c1=O (stereo not given) | i | i
CCCCCCCCCCOC(=O)Cn1c(COc2ccc(C)cc2)[n+](C)c2ccccc21 | i | i
Oc1ccc(/C=C/c2ccc3cccc(O)c3n2)cc1Br | i | i
COCCn1c(-c2ccc(OC(F)(F)C(F)C(F)(F)F)cc2)nc2c1c(=O)[nH]c(=O)n2CC(C)C (stereo not given) | x | i
O=S(=O)(NOCc1ccc(Cl)cc1)c1ccc(Cl)cc1 | i | i
O=C(CN(Cc1ccccc1Cl)C(=O)CN1C(=O)CSc2ccccc21)NC1CC1 | i | i
C#CCOCCOCCOCCNc1nc(N2CCN(C(=O)[C@H]([C@@H](C)CC)n3cc([C@@H](N)Cc4ccc(O)cc4)nn3)CC2)nc(N2CCN(C(=O)[C@H]([C@@H](C)CC)n3cc([C@@H](N)Cc4ccc(O)cc4)nn3)CC2)n1 | i | i
Cc1ccc(CSc2nnc(-c3cccs3)n2C)cc1 | i | i
CC1(C)CCc2c([nH]c3ccccc3c2=O)O1 | i | i
CN(C)CCn1c2c(c(SCC(=O)Nc3ccc4c(c3)OCCO4)nc1=O)CCCC2 | i | i
COCCNC(=O)/C(C#N)=C/c1c(N2CCN(c3ccc(OC)cc3)CC2)nc2c(C)cccn2c1=O | i | i
CCN(CC)CCN(Cc1cc2ccc(C)c(C)c2[nH]c1=O)C(=S)NCc1ccco1 | i | i

Record cards, from the list above. Screens in order: KCNQ2 block	CHT block
COc1cc(OC)cc(C(=O)Nc2ccccc2C(=O)NCc2cccnc2)c1 across the screens: i	i
Nc1cc(Cl)nc(N/N=C/c2ccc([N+](=O)[O-])cc2)n1 across the screens: i	i

(cont.)
SMILES | KCNQ2 block | CHT block
COc1ccc(/C=N/OC/C(O)=C(\C#N)c2nc3ccccc3[nH]2)cc1 | i | i
COc1ccc(Nc2nc3ccccc3nc2NS(=O)(=O)c2cccs2)c(OC)c1 | i | i
Cc1cccc(OCc2nnc(SCC(=O)N(C(C)C)C(C)C)n2Cc2ccco2)c1C | -7.7* | i
CC(=O)Oc1ccc(-c2cccc(C(=O)NCCO)c2)cc1 | i | i
Cc1c(NC(=O)C2Cc3ccccc3CN2C(=O)c2ccco2)c(=O)n(-c2ccccc2)n1C (stereo not given) | i | i
COc1ccc(C(=O)N2CC3(CC(c4cccc(NC(=O)CC(c5ccccc5)c5ccccc5)c4)=NO3)C[C@H]2C(N)=O)cc1 (stereo not given in full) | i | i
Cc1ccc(OCCOCCn2cnc3ccccc3c2=O)c([N+](=O)[O-])c1 | i | i
COc1ccc(-c2cn3cc(C)ccc3n2)cc1OC | i | i
Fc1ccc(C2=CC(c3ccco3)n3nnnc3N2)cc1 (stereo not given) | i | i
COc1ccc(C)cc1NC(=O)CCN1CCN(C/C=C/c2ccccc2)CC1 | i | i
COCCn1c(=N)c(S(=O)(=O)c2ccc(F)cc2)cc2c(=O)n3ccccc3nc21 | i | i
O=C(NCCN1CCOCC1)C1CCN(S(=O)(=O)N2CCCC2)CC1 | i | i
CN(CC(=O)Nc1cccc(F)c1)C(=O)C1CC(=O)N(Cc2ccco2)C1 (stereo not given) | i | i
COCCN=C1Sc2nc3ccc(C)cc3cc2CN1Cc1cccs1 | i | i
CC(=O)N(C)c1ccc(NC(=O)C(F)(F)F)cc1 | i | i
COc1ccc(N2CCN(S(=O)(=O)c3ccc(-c4cc(C)no4)s3)CC2)cc1 | i | i
CCOC(=O)c1cnc(-c2ccccc2)nc1-c1ccccc1 | i | i
CSc1cccc(NS(=O)(=O)c2cn(C)cn2)c1 | i | i
CCCOc1ccc(C(C)=O)cc1CC(C(=O)OCC)C(=O)OCC | i | -5*
O=C1CC2(CCN(C(=O)c3c(F)cccc3Cl)CC2)Oc2ccccc21 | i | i
O=C(COc1ccc([N+](=O)[O-])cc1)Nc1nnc(-c2cccnc2)s1 | i | i
COc1ccc(-n2cnc3cc(NC(=O)c4ccco4)ccc32)cc1 | i | i
Cc1cc(C)nc(N(C#N)Cc2ccc(Br)cc2)n1 | i | i
Nn1c(SCc2ccccn2)nncc1=O | i | i
CCOc1ccc(NC(=S)NC(=O)c2cncc(Br)c2)cc1 | i | i
CCc1nnc(NC(=O)C2(C)COC(c3ccc(OC)cc3)OC2)s1 (stereo not given) | i | i
CN(C)S(=O)(=O)c1ccc(NC(=O)C2COc3ccccc3O2)cc1 (stereo not given) | i | i
Cc1nc2ccccn2c1P(=Nc1ccccc1)(N(C)C)N(C)C | i | i
COc1cccc(-n2c(SCC#N)nnc2-c2cnccn2)c1 | i | i
Cc1ccc(N=CC2=C(O)CC(C)(C)CC2=O)nc1 | i | i

Entries shown so far containing a tert-butyl group (three):
SMILES | KCNQ2 block | CHT block
CCOC(=O)NC(=S)Nc1ccc(C(C)(C)C)cc1Br | i | i
COc1ccc(-c2cnc(OC(C)(C)C)nc2OC(C)(C)C)cc1OC | i | i
CCC(C(=O)NC(C)(C)C)N(C(=O)Cn1nnc(-c2ccccc2F)n1)c1cnc2ccccc2c1 (stereo not given) | i | i

The list continues.
SMILES | KCNQ2 block | CHT block
CN1CCN(c2nc3c(c(=O)n(C)c(=O)n3C)n2CCSc2nc3ccccc3s2)CC1 | x | i
COc1ccc(/C=C/C(=O)Nc2ccc(S(=O)(=O)Nc3onc(C)c3C)cc2)cc1OC | i | i
CCN(CC)S(=O)(=O)c1cccc(-c2nnc(SCC(N)=O)n2N)c1 | i | i
O=C(CSc1ccsc1[N+](=O)[O-])Nc1cc(F)ccc1F | i | x
CC(C)OC(=O)C1C(=O)CC(C)(O)C(C(=O)OC(C)C)C1c1ccccc1 (stereo not given) | i | i
